MEKK2mut PB1 HTS: MEK5 binding signal on mutant MEKK2 PB1, primary screen, biochemical, multiplex bead flow cytometry, Alexa488-MEK5; Alexa488-MEK5 binding to MEKK2 mutant; percent response, % at 10 µM; 0.35% of 290,000 active; AID 1530, 2009; in the data active = percent response above about 24%, passing the limit was not always enough; also: inactives centre near 1; some results filed as inactive read as strong as hits; reference of the scale not given here
MEKK2 WT-MEK5: modulators of MEK5 binding to wildtype MEKK2, primary screen, biochemical, multiplex bead flow cytometry, Alexa488-MEK5 | AID 1531, 2009 | Alexa488-MEK5 binding to MEKK2 WT; actives lie on both sides | 1.1% of 290,000 active | binding response (% of control), % at 10 µM | Mitogen-activated protein kinase kinase kinase 2 (Homo sapiens), Q9Y2U5; in the data active = binding response below about 67% or above about 130%
MEKK3 PB1 HTS: modulators of MEKK3-MEK5 PB1 binding, primary screen, biochemical, wildtype MEKK3, multiplex bead flow cytometry, Alexa488-MEK5; binding response (% of control), % at 10 µM; 1.4% of 290,000 active; bead-based flow cytometry, Alexa488-MEK5 binding to MEKK3; actives lie on both sides; 0 = blocked by unlabeled MEK5, 100 = vehicle;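 active = binding response more than 3 SD above or below the average of its plate-row segment, actives on both sides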;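 also: Alexa488 bead fluorescence after subtracting the streptavidin-only scavenger bead signal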
Target sequence (Q99759 whole entry, looked up): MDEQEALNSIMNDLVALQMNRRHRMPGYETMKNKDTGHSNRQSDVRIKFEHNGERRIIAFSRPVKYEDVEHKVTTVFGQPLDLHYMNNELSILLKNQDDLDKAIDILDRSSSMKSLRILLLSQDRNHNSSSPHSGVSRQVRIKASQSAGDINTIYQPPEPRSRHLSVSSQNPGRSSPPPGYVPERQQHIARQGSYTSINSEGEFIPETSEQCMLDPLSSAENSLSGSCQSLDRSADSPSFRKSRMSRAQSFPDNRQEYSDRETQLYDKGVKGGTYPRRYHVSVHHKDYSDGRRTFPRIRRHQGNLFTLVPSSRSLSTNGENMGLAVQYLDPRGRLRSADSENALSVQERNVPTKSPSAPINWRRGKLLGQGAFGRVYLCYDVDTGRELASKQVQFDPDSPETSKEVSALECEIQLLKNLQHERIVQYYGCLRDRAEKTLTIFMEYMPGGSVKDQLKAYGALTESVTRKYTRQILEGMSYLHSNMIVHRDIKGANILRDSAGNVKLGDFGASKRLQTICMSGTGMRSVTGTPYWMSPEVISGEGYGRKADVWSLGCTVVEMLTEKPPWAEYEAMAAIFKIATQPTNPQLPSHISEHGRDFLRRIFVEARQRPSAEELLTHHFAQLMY
PHOSPHO1 inh: PubChem AID 1565. recombinant PHOSPHO1, absorbance phosphatase assay. 1.1% of 290,000 active. inhibition, % at 13.3 µM; in the data active = inhibition above about 60%
GPR7 antagonist: GPR7 receptor antagonists, primary screen, cell-based, fluorescence, single concentration. Neuropeptides B/W receptor type 1 (Homo sapiens), P48145. 1.1% of 290,000 active. inhibition, % at 4.4 µM. GPR7-expressing cells, fluorescence antagonist assay; in the data active = inhibition above about 16%, passing the limit was not always enough;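 also: cells stimulated with the agonist NPW; 0% = agonist with vehicle and 100% = vehicle without agonist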
NALP1 yeast inh: NALP1 inflammasome inhibitors in reconstituted yeast, colorimetric, S. cerevisiae, triplicate retest | 0.61% of 280,000 active | AID 2071, 2009 | inhibition, % at 10 µM | S. cerevisiae NALP1/ASC/caspase-1 growth, X-gal OD620, 72 h; in the data active = inhibition mostly above about 24%, no sharp cut-off; inactive = mostly below about 32%; also: some compounds called inactive have numbers as strong as hits
GalR3 antag: GalR3 antagonists in HEK293 cells, primary screen, cell-based, fluorescence readout | inhibition, % at 3 µM | HEK293 GalR3-CNG cAMP membrane potential fluorescence; galR3 body fused to GalR1 C-terminus | Galanin receptor type 3 (Homo sapiens), O60755 | AID 651719, 2012 | 0.44% of 360,000 active;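 active = inhibition above the screen-wide average plus 3 SD, cut at about 13% in these data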;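 also: forskolin and galanin both at EC90 stimulate the cells; cAMP rise reported by CNG channel membrane potential dye signal; 0% = forskolin plus galanin with DMSO and 100% = forskolin alone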
OXTR ag: human OXTR agonists, primary screen, fluorescence, CHO-OTR cells, Fluo-8 calcium; Oxytocin receptor (Homo sapiens), P30559; Fluo-8 calcium fluorescence; normalized: DMSO 0%, oxytocin 100%; activation, % at 3 µM; 0.32% of 320,000 active; AID 2435, 2010;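 active = activation above the mean of all tested compounds plus 3 SD, cutoff set per screening run, cut at about 20% in these data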;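 also: peak over basal fluorescence ratio from a 100 s FLIPR kinetic read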
V1aR counter: agonists of human V1a receptor, primary screen, counter-screen for OXTR agonist project, fluorescence, CHO-V1R cells; Vasopressin V1a receptor (Homo sapiens), P37288; Fluo-8 calcium fluorescence, agonist mode; 0% DMSO, 100% 3 nM vasopressin; activation, % at 3 µM; 0.25% of 320,000 active; AID 2797, 2010;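 active = activation above the mean activation of all tested compounds plus 3 SD, per screening run, cut at about 20% in these data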;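 also: signal is peak over basal fluorescence ratio across a 100 second FLIPR read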
Target sequence (P37288 whole entry, looked up): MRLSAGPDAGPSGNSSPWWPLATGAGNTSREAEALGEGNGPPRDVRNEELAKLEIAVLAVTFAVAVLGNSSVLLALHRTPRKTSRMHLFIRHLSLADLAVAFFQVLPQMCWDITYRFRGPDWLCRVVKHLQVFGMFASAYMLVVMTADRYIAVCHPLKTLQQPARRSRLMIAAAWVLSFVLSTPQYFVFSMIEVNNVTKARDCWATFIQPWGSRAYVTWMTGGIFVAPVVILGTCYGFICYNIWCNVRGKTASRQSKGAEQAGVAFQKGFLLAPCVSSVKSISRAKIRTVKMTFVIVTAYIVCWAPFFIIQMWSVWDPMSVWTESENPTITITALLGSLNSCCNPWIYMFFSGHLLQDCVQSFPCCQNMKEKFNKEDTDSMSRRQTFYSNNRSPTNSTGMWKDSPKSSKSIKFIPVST
The depositor's hits bear a star; nt = not tested or not shown; [ ] = another dose, or the depositor's remark.

SMILES	MEKK2mut PB1 HTS	MEKK2 WT-MEK5	MEKK3 PB1 HTS	PHOSPHO1 inh	GPR7 antagonist	NALP1 yeast inh	GalR3 antag	OXTR ag	V1aR counter
O=C(c1cc(-c2cccs2)on1)N1CCN(c2ccc(F)cc2)CC1	8.0	107.0	103.0	36.9	1.4	12.2	-7.3	-0.8	0.1
Cc1ccnc(N2CCCC(C(=O)NC3CC3)C2)n1 (configuration not stated)	1.0	101.0	100.0	32.3	-0.6	4.6	-11.2	-0.4	2.0
CCOC(=O)c1c(C)[nH]c(C)c1S(=O)(=O)N1CCN(c2cccc(C)c2)C(C)C1 (configuration not stated)	-6.0	101.0	102.0	6.7	-11.0	25.2	-1.3	-2.5	-0.3
Cc1ccc(SC(c2ccc(C)cc2)C(Cn2cncn2)C(=O)c2ccccc2)cc1 (configuration not stated)	-4.0	97.0	101.0	4.8	26.2*	-12.7	-0.7	-1.6	0.3
CCOC(=O)/C(C(C)=O)=C1\OC(=O)c2ccccc21	6.0	99.0	99.0	20.3	-8.8	-12.6	-3.6	0.2	0.3
CCCOC(=O)c1ccc(Oc2cn[nH]c2-c2ccc(OCC(=O)NN)cc2O)cc1	-2.0	94.0	102.0	1.5	-5.2	-6.4	-5.0	0.3	1.8
O=C(CCC1CCCN(C(=O)C2=CCCCC2)C1)N1CCN(c2ccccn2)CC1 (configuration not stated)	13.0	107.0	102.0	36.8	-10.2	-7.6	7.5	-2.0	0.3
Cc1c(C(=O)Nc2ccc(S(=O)(=O)N3CCOCC3)cc2)cccc1[N+](=O)[O-]	10.0	115.0	111.0	3.1	2.6	-4.7	-10.3	1.6	4.6
CCOC(=O)C1(CC2CCCCO2)CCN(C(=O)Nc2ccc(C(=O)OC)cc2)CC1 (configuration not stated)	-9.0	91.0	97.0	-16.9	-11.7	5.4	-0.5	6.9	4.1
O=C(Nc1nc(-c2ccccc2)cs1)c1ccco1	-1.0	105.0	102.0	7.8	0.9	31.8	-2.8	-2.6	0.1
COC(=O)Nc1ccc(S(=O)(=O)NNC(=O)c2c(O)c3ccccc3[nH]c2=O)cc1	4.0	105.0	104.0	31.3	-9.8	2.3	-9.6	-0.4	-0.1
CC(C)N1C(=O)CCC1C(=O)NCc1cccs1 (configuration not stated)	-4.0	96.0	97.0	-12.4	-3.2	6.7	-2.4	0.2	0.7
CCOC(=O)c1cnn(-c2sc(C(=O)OCC)c(C)c2C(=O)OCC)c1N	-2.0	97.0	101.0	nt	0.2	nt	-0.4	-0.7	-0.4
CCC(=O)Nc1cccc(Oc2nc(C)cc(C)c2C#N)c1	16.0	111.0	109.0	-23.4	4.9	7.2	-0.4	-0.3	-0.1
O=C(c1ccc(F)cc1)N1CCN(Cc2ccccc2)CC1	11.0	108.0	104.0	19.2	5.8	-0.1	-11.6	0.2	6.1
CCCCNc1ccc(C(=O)Nc2cccc(C)n2)cc1[N+](=O)[O-]	-1.0	100.0	94.0	25.3	7.5	30.1	1.5	-1.5	0.2
CNS(=O)(=O)c1cccc(C(=O)OCC(=O)c2cc(C)n(-c3ccc4c(c3)OCO4)c2C)c1	-2.0	95.0	97.0	5.7	7.6	14.3	-0.1	-0.1	-0.4
O=C(Cc1ccccc1)Nc1ccc(CN2CCOCC2)cc1	7.0	108.0	111.0	33.9	-6.8	3.2	-3.8	3.5	-0.4
COc1ccc([C@@H]2[C@@H]3C(=O)N(C(C)(C)C)C(=O)[C@@H]3[C@]3(CC(C)C)C(=O)N(c4ccc(C(F)(F)F)cc4)C(=O)N23)cc1	-7.0	88.0	96.0	-13.0	6.1	14.1	-9.1	0.4	2.1
O=S(=O)(Cc1ccccc1)N1CCCC1	6.0	110.0	102.0	-6.8	-6.3	2.6	3.6	0.0	0.0

2 entries from above, reformatted:
O=C(Cc1ccccc1)Nc1ccc(CN2CCOCC2)cc1
  MEKK2mut PB1 HTS = 7.0	MEKK2 WT-MEK5 = 108.0	MEKK3 PB1 HTS = 111.0	PHOSPHO1 inh = 33.9	GPR7 antagonist = -6.8	NALP1 yeast inh = 3.2	GalR3 antag = -3.8	OXTR ag = 3.5	V1aR counter = -0.4
CCCCNc1ccc(C(=O)Nc2cccc(C)n2)cc1[N+](=O)[O-]
  MEKK2mut PB1 HTS = -1.0	MEKK2 WT-MEK5 = 100.0	MEKK3 PB1 HTS = 94.0	PHOSPHO1 inh = 25.3	GPR7 antagonist = 7.5	NALP1 yeast inh = 30.1	GalR3 antag = 1.5	OXTR ag = -1.5	V1aR counter = 0.2

(continued)
SMILES	MEKK2mut PB1 HTS	MEKK2 WT-MEK5	MEKK3 PB1 HTS	PHOSPHO1 inh	GPR7 antagonist	NALP1 yeast inh	GalR3 antag	OXTR ag	V1aR counter
CCn1c(SCC(=O)NCCOC)nc2sc(C)c(C)c2c1=O	2.0	101.0	101.0	-29.9	-3.5	20.9	nt	nt	nt
O=C(CNC(=O)c1ccc(Cl)cc1)OC1CCOC1=O (configuration not stated)	-1.0	109.0	114.0	26.7	1.1	15.5	-0.5	0.0	1.7
Cc1ccc(CNc2ncnc(N)c2[N+](=O)[O-])cc1	1.0	106.0	103.0	24.6	-9.8	3.5	-0.2	-1.0	-0.8
Cc1ccc(N=C(N(C)C)P(=O)(N(C)C)N(C)C)c(C)c1	-3.0	77.0	72.0*[inhibitor]	16.8	2.1	-1.0	-5.5	-0.7	0.1
O=C(COc1cccnc1[N+](=O)[O-])NCc1cccs1	-7.0	92.0	100.0	20.3	-9.1	15.8	2.8	1.2	-0.7
CCOC(=O)C1CCCCN1C(=O)CCc1nnc(-c2ccc3c(c2)OCO3)o1 (configuration not stated)	8.0	111.0	104.0	25.0	-3.2	5.6	-4.2	0.6	2.5
O=C(CS(=O)(=O)c1c[nH]c2ccccc12)Nc1ccc(F)cc1	5.0	106.0	103.0	27.0	0.6	5.1	-2.3	-0.5	-0.3
CCOc1ccc(CCNC(=O)CS(=O)Cc2nc(-c3ccc(OC)cc3)oc2C)cc1OCC (configuration not stated)	1.0	98.0	102.0	18.5	-16.7	1.1	-2.4	0.2	4.5
COc1ccc(OC)c(N(C(=O)c2ccco2)C(C(=O)NC2CCCC2)c2cc(OC)c(OC)c(OC)c2)c1 (configuration not stated)	-4.0	96.0	97.0	31.9	31.8*	13.7	-10.7	1.2	0.3
CC(=O)c1cc2c(cc1NC(=O)Nc1cccc(Cl)c1)OCCO2	0.0	98.0	102.0	-0.6	-5.8	0.8	0.4	-2.6	-0.7
Cc1ccc2cccc(OCc3ccc(F)cc3)c2n1	7.0	105.0	104.0	39.0	-1.7	-0.5	-2.8	-1.6	-0.8
Cc1oc(-c2ccccc2Cl)nc1CS(=O)(=O)CC(=O)N1CCOCC1	-1.0	103.0	103.0	17.6	-5.2	15.5	nt	2.0	0.4
Cc1cc(C2C(=O)c3ccccc3C2=O)c(C)c(C)c1C	1.0	101.0	99.0	nt	-10.1	4.0	-9.7	0.0	0.8
CC(C)=C1C(=O)NN(c2cccc(Cl)c2)C1=O	0.0	97.0	92.0	-22.0	-7.3	-1.6	-4.8	0.2	1.1
O=C(CCn1nnc2ccccc21)Nc1nnc(Cc2ccccc2)s1	nt	nt	nt	-4.0	2.8	33.5	-4.1	2.3	2.1
Cc1ccc(NC(=O)CSc2nc(O)cc(=O)n2-c2ccc(C)cc2)cc1	7.0	103.0	102.0	24.0	-15.2	-10.6	-0.1	1.3	1.3
CC(C)Sc1nc2ccc(N3C(=O)C4CCCCC4C3=O)cc2s1 (configuration not stated)	-4.0	90.0	90.0	0.6	-3.7	23.0	-6.9	-1.9	-0.7
CCCn1c(=N)c(C#N)cc2c(=O)n3cccc(C)c3nc21	-12.0	89.0	95.0	-10.2	1.9	-29.9	nt	1.9	0.9
N#Cc1ccc(S(=O)(=O)N2CCCN(c3ccc(C(F)(F)F)cn3)CC2)cc1	-1.0	99.0	97.0	33.1	24.2*	13.3	-2.0	-1.3	-0.8
O=C(Nc1nc(N2C(=O)c3ccccc3C2=O)n(-c2ccccc2)n1)c1ccccc1	-1.0	94.0	94.0	-8.2	-10.4	27.3	2.4	-0.4	-0.1
CC(C)NS(=O)(=O)c1ccc(OCC(=O)NCc2cccnc2)cc1	0.0	103.0	103.0	-12.9	-10.8	24.4	-9.7	1.4	0.8
Cc1cc(NC(=S)N(Cc2ccc(Br)cc2)Cc2ccc(C(=O)O)cc2)ccc1Cl	-4.0	99.0	102.0	-0.7	-9.7	22.1	-6.4	-0.2	-0.6
CCOc1cc(N2CCOCC2)c(OCC)cc1NC(=O)COc1ncnc2ccc(Br)cc12	-2.0	101.0	100.0	-7.1	-3.4	0.3	-2.6	0.6	1.1
Cc1nnc(SCC(=O)Nc2ccc3c(c2)OCO3)n(N)c1=O	8.0	104.0	103.0	28.3	-10.7	-2.2	0.3	0.3	1.7
Cc1cc(NC(=O)c2cc([N+](=O)[O-])ccc2Cl)no1	-2.0	104.0	104.0	36.2	-3.9	-4.1	-1.2	0.1	0.3
COc1ccc2[nH]c(=O)c(CN(Cc3cccs3)C(=S)Nc3cccc(C)c3)cc2c1	-2.0	99.0	94.0	-8.8	10.6	-3.9	-2.5	-0.5	0.2
CC(=O)Nc1ccc(C(=O)N/N=C/c2ccc(F)cc2)cc1	-3.0	100.0	106.0	-15.8	-5.5	14.1	-2.9	0.0	0.4
CCOc1ccc(S(=O)(=O)N(C)c2ccc(OCC(=O)NCc3ccc(C(=O)OC)cc3)cc2)cc1	-8.0	94.0	96.0	-6.8	-2.5	-4.0	-5.9	-1.1	1.9
CC(C)CC(=O)Nc1cccc(-c2csc(-c3ccccc3)n2)c1	6.0	129.0	107.0	-4.0	-19.9	24.0	-1.6	-1.2	3.4
CCOC(=O)c1cc(OC(=O)c2cccs2)n(-c2ccccc2)n1	-2.0	101.0	103.0	19.8	-6.4	-2.5	nt	1.3	2.9
COc1ccc(CCNC(=O)c2ccc(Cl)nc2)cc1	2.0	103.0	104.0	0.0	-6.0	2.7	-8.2	0.3	0.5
Cc1ccc(-c2nnn(CC(=O)NCCC3=CCCCC3)n2)cc1	8.0	109.0	120.0	1.1	-1.2	-4.9	5.2	-0.3	-1.6
Cc1ccc(S(=O)(=O)Nc2cc(Cl)c(O)cc2C)cc1	-1.0	96.0	99.0	20.7	-15.7	-11.7	-6.3	13.3	11.4
O=C(C[n+]1cccc(C(=O)Nc2ccccc2)c1)c1ccc([N+](=O)[O-])cc1	-1.0	114.0	100.0	30.4	-1.0	-0.5	-9.6	-0.6	1.8
COc1ccc(CN(C(=O)CSc2nnc(-c3ccccc3C)o2)c2ccc(F)cc2)cc1	5.0	91.0	110.0	8.0	-12.6	6.6	-2.0	0.8	2.1
CC(C)(C)C1(C)OC(=O)C(=Cc2ccc(OCC(=O)Nc3ccccc3)cc2)C(=O)O1 (configuration not stated)	0.0	100.0	96.0	4.5	-1.6	16.2	nt	-0.2	0.0
CCOC(=O)/C(C(N)=NCCO)=C(/O)c1ccccc1	0.0	97.0	101.0	9.4	-4.7	0.3	-4.1	0.1	-0.2
O=C(CCCn1cnc([N+](=O)[O-])n1)Nc1cccc(O)c1	-2.0	93.0	97.0	47.6	-4.8	9.7	0.7	0.8	0.7
C=C(C)Cn1c(CCCNC(=O)C(C)(C)C)nc2ccccc21	3.0	113.0	112.0	5.7	7.1	9.5	2.4	-1.5	-0.4

Source: PubChem BioAssay (several laboratories)
